# Source: PubChem BioAssay
# NR3A LBD binder = modulators (binders) of human NR3A ligand-binding domain | NR3A LBD differential scanning fluorimetry, Tm shift; 0% = protein alone, 100% = glycine-bound protein | Tm shift relative to glycine control, % at 25 µM | 340,000 tested, 2.5% active | AID 1259313;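 active means melting temperature shift of at least 10% of the positive control shift, at one fixed dose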
# NALP3 yeast inh = inhibitors of NALP3 inflammasome in yeast; Yeast reconstituted NLRP3/ASC/caspase-1, beta-gal luminescence, 24 h; 330,000 tested, 0.39% active; inhibition, % at 10 µM;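 active means inhibition of 50% or more; inactive means inhibition below 50%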;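 further: plate controls were induced DMSO wells for no effect and uninduced yeast grown without galactose for full effect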
# tim23-1 inh = tim23-1 yeast growth inhibition. S. cerevisiae tim23-1 growth, BacTiter-Glo luminescence, 24 h. inhibition, % at 20 µM. 330,000 tested, 1.3% active. AID 463212;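 active means growth inhibition of the mutant yeast at or above 50%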;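 further: temperature-sensitive mutant grown at 25 °C; plate controls were DMSO-treated mutant yeast for no effect and medium wells lacking yeast for full effect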
# XBP1 UPR activ = activators of adaptive arm of unfolded protein response (XBP1); 330,000 tested, 0.33% active; CHO-XBP1 luciferase reporter, IRE1-XBP1 UPR activation, luminescence; percent of tunicamycin response, DMSO as zero; activation, % at 20 µM; AID 463104;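 active means versus positive control, 20 µM dose yields 30% or more activation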;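 further: 100% = tunicamycin at 10 µg/mL and 0% = DMSO only wells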
#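 incubation = overnight seeding at 37 °C, 6 h compound treatment at 37 °C | assay system = CHO-XBP1 cells stably carrying IRE1-XBP1-driven luciferase reporter | input = 1000 cells per well | detection = luciferase luminescence | dosing = single point, 20 µM final compound, 1% DMSO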
# CHOP UPR activ = apoptotic UPR (CHOP) activation | CHO-CHOP luciferase reporter, luminescence; percent of tunicamycin response over DMSO baseline | activation, % at 10 µM | 330,000 tested, 0.34% active | AID 449763;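 active means at 10 µM dose, activation of 40% or more, normalized to positive control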;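 further: 100% = tunicamycin at 10 µg/mL and 0% = DMSO alone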
#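 measured by = luciferase luminescence | assay system = CHO-CHOP cells, stable luciferase reporter of PERK-eIF2a-CHOP signalling | amount = 500 reporter cells seeded per well | timing = 6 h compound exposure at 37 °C after overnight seeding | controls = positive tunicamycin 10 µg/mL, negative DMSO alone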
# Mdm2-MdmX inh = disrupts the human Mdm2-MdmX interaction; inhibition, % at 8 µM; 330,000 tested, 3% active; SaOS-2 split-luciferase Mdm2/MdmX complementation, luminescence;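 active means inhibition of at least 50% at 8 µM in the primary screen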
# Target sequence (O15151 whole entry, looked up): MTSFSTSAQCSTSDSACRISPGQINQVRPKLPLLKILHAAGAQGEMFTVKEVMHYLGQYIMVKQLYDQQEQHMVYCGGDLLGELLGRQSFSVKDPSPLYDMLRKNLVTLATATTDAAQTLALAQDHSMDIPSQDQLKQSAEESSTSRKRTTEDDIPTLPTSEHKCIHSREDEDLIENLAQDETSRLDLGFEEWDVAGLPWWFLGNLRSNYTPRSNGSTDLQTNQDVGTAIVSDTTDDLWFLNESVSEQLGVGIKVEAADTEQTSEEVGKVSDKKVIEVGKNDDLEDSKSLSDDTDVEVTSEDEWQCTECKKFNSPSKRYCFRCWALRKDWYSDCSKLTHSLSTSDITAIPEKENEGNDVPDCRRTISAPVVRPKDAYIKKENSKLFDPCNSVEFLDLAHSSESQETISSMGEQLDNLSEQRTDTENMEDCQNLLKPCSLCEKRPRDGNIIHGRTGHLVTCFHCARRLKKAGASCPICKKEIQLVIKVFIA
# Target sequence (Q00987 whole entry, looked up): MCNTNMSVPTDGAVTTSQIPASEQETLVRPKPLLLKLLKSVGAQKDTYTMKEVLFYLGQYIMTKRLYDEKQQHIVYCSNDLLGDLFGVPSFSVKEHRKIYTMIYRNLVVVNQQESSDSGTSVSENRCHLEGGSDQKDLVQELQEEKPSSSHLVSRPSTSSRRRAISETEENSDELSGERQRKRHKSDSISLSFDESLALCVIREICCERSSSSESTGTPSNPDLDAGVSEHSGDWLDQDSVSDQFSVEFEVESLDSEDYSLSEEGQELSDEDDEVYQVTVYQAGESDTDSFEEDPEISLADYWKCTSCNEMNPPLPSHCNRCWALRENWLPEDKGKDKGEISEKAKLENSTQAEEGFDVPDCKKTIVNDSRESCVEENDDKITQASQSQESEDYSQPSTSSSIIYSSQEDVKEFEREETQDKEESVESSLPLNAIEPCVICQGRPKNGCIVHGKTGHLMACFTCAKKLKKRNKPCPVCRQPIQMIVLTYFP
# TIM10 inh = TIM10 yeast growth inhibition. S. cerevisiae TIM10 strain growth, BacTiter-Glo luminescence, 24 h. inhibition, % at 10 µM. 330,000 tested, 1.4% active;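 active means inhibition of 40% or more at the single tested concentration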;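 further: wild-type TIM10 isogenic control strain grown at permissive 25 °C; 0% = DMSO yeast wells and 100% = minimal medium wells without yeast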
# tim10-1 inh = tim10-1 yeast growth inhibition; S. cerevisiae tim10-1 ts strain growth, BacTiter-Glo, 24 h; inhibition, % at 20 µM; 330,000 tested, 2.2% active;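 active means inhibition of at least 40%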;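 further: mutant grown at 25 °C; 0% = DMSO wells with yeast and 100% = wells holding no yeast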
# APJ agonist = agonists of human APJ apelin receptor; P35414; CHO-K1 APJ PathHunter beta-arrestin, luminescence; 0% DMSO wells, 100% apelin; activation, % at 20 µM; 330,000 tested, 0.11% active;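 active means activation more than six SD over the plate average, tested at 20 µM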;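 further: 0% = DMSO alone and 100% = apelin-13 at 10 nM; some results filed as inactive read as strong as hits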
#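 Assay system – PathHunter CHO-K1 APJ (AGTRL-1) beta-arrestin reporter cells · Compound – one dose, 20 µM compound, 1% DMSO · Timing – compound 90 min 25 °C, reagent 1 h · Measured by – luminescence from split beta-galactosidase complementation, Galacton Star/Emerald II substrate · Measure – beta-arrestin recruitment to APJ as agonist activity, luminescent signal · Benchmarks – DMSO vs Apelin-13 10 nM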
# * hit, by the source's call; / = no result given; & = joins results of further samples.
SMILES,NR3A LBD binder,NALP3 yeast inh,tim23-1 inh,XBP1 UPR activ,CHOP UPR activ,Mdm2-MdmX inh,TIM10 inh,tim10-1 inh,APJ agonist
CCCCS(=O)CC(COC)OC(=O)c1ccccc1 (stereo not drawn),1.5,14.7,-0.1,3.1,-0.2,-9.5,7.6,8.7,3.0
Cc1ccc(S(=O)(=O)N2CCCCC2)cc1NC(=O)C1CCC1,-0.8,9.6,3.3,-1.2,-1.3,1.1,4.7,12.1,-3.6
CCOc1ccc(S(=O)(=O)N2CCCC(C(=O)NCc3cccnc3)C2)cc1 (stereo not drawn),-0.3,20.3,-8.0,-6.1,1.7,-9.8,-3.5,-17.9,1.7
OC(CNCc1ccccc1)(c1ccccc1)c1ccccc1,-0.4,28.6,2.9,1.6,0.3,-11.4,17.9,6.4,-3.1
O=C(CC1CCCCC1)NCc1ccccc1,1.4,12.8,14.8,-0.1,3.4,-13.6,-5.1,11.1,-2.4
CCn1c(C)nc2cc(C(=O)NN=C(C)c3ccc(C#N)cc3)ccc21,-0.5,17.7,-2.3,-1.3,0.2,7.6,-1.8,-1.6,2.1
COc1ccc(OC)c(N(CC(=O)Nc2cccnc2)S(=O)(=O)c2ccc(OC)c(OC)c2)c1,-1.6,14.5,24.8,0.3,-3.1,30.2,-2.1,16.7,3.2
CC1=CC(C)=Nc2ccc(C)cc2N1,-0.4&2.0,6.0&-5.5,-2.3&4.3,-1.1&0.3,5.6&5.5,-16.0&-25.0,-1.2&-2.4,-1.0&4.3,-3.5&-3.2
CCN=c1scc(-c2ccc3c(c2)NC(=O)CO3)n1N=C1CCCC1,-2.4&-1.1,6.8,32.7,-0.9,-2.2,22.0,12.4,11.5,-0.6
O=C(COc1cccc2ccccc12)NNC(=O)c1cnccn1,-0.1,6.4,-3.2,13.8,-1.3,23.7,5.4,24.5,-1.0
O=C(c1cc(-c2cccnc2)nc2ccccc12)N1CCN(S(=O)(=O)c2cccs2)CC1,-0.3,16.5,35.0,-2.1,-0.8,35.5,11.3,13.6,-0.2
CCNNC(=O)C(O)(c1cccc(C)c1)c1cccc(C)c1,0.2,4.1,2.7,-2.5,1.3,26.8,6.9,4.7,-4.5
CCCC(=O)Nc1nnc(CC(=O)N2CCCC2)s1,0.0,5.5,0.1,-2.4,-1.9,-2.5,-25.6,12.5,-0.5
CCOC(=O)C(C)Sc1ncc(-c2ccccc2)cn1 (stereo not drawn),-0.3,7.4,23.3,-0.5,4.1,-8.1,-0.9,16.1,0.2
CCN(CC)CCN(C(=O)c1ccc2ncsc2c1)c1nc2cc3c(cc2s1)OCO3,0.6,11.2,2.4,-8.6,-1.8,-21.2,8.5,8.0,11.4
Cc1nc(SCC(=O)c2c(N)n(C3CC3)c(=O)[nH]c2=O)[nH]c(=O)c1CCO,-1.6,14.6,-8.0,-3.8,2.0,11.0,2.5,0.8,-1.7
Cn1c(-c2cccs2)[n+](C)c2ccccc21,5.4,19.1,-4.7,-1.7,-1.7,22.3,-19.9,-15.2,-1.1
COc1cc2ccccc2cc1C(=O)N1CCN(C(C)=O)CC1,-0.6,9.3,-3.0,-3.3,1.3,15.9,-0.6,-1.6,-4.4
CC(C)(C)OC(=O)NCCCCCNC(=O)c1[nH]cnc1C(=O)N[C@@H](Cc1ccccc1)C(=O)OC(C)(C)C,-15.6,-2.1,19.0,6.7,0.2,4.7,1.1,10.5,-3.5
O=C1OC(c2ccccc2)=C/C1=C/c1cccs1,-24.3,0.8,42.9,3.1,8.0,4.7,46.3*,12.3,-0.2
Cn1c(SCc2cccc([N+](=O)[O-])c2)nc2ccccc2c1=O,-1.6,28.4,32.0,-3.2,1.0,-0.5,-4.6,-2.2,-2.9
CCc1ccc(C2C(C#N)=C(N)N(N3CCOCC3)C3=C2C(=O)CC(C)(C)C3)s1 (stereo not drawn),-2.0,11.2,5.1,-2.4,-1.1,14.2,12.4,13.4,-0.3
O=C1c2ccccc2C(Nc2ccc(Cl)cn2)N1c1ccccn1 (stereo not drawn),1.5,18.1,45.5,-2.2,1.1,6.9,25.4,34.2,-1.3
Cc1ccc(NC(=O)C2CCN(S(=O)(=O)c3cccc4nonc34)CC2)nc1,-0.8,14.9,15.1,-6.2,-0.1,6.2,7.7,3.3,0.7
CCCOc1ccc2c(CC)cc(=O)oc2c1C,0.8,33.0,31.2,4.0,0.9,-13.9,-0.6,25.0,3.8

# Further entries
SMILES,NR3A LBD binder,NALP3 yeast inh,tim23-1 inh,XBP1 UPR activ,CHOP UPR activ,Mdm2-MdmX inh,TIM10 inh,tim10-1 inh,APJ agonist
Cc1ccccc1NS(=O)(=O)c1cccc2nonc12,3.3,13.8,14.8,-1.9,-0.3,17.9,11.9,29.0,-5.8
CC1CCCN(C(=O)Cn2nnc(-c3ccc([N+](=O)[O-])cc3)n2)C1 (stereo not drawn),/,10.6,4.0,-1.2,-0.6,15.1,-1.2,-12.7,-0.8
CC(=O)CCc1oc2ccc([N+](=O)[O-])cc2c1-c1ccc(C)o1,-1.9,25.9,-18.1,-3.5,0.0,21.5,-1.6,25.6,-1.7
CN(c1ccc(C(=O)Nc2ccc(S(=O)(=O)N3CCCC3)cc2)cc1)S(C)(=O)=O,-0.3,29.7,-5.2,-1.6,-0.4,19.5,16.5,6.5,-2.5
CCn1c(SC)nnc1-c1nn(-c2ccccc2)ccc1=O,-0.7,5.5,3.4,-5.9,-0.3,-0.1,-8.6,-12.0,-2.7
CC12CC(NC(=O)N1c1cccc(C(=O)N3CCN(c4ccccn4)CC3)c1)c1ccccc1O2 (stereo not drawn),-3.4,4.8,12.5,-1.2,-1.2,16.8,10.6,9.5,-3.7
CCOC(=O)N1CCC(NC(=O)c2cc(S(=O)(=O)N3CCc4ccccc43)cn2C)CC1,-0.3,-1.0,4.6,-1.1,2.3,28.6,6.6,9.3,4.7
CN1C(=O)N(CC(=O)Nc2cccc(S(=O)(=O)N(C)c3ccccc3)c2)C(=O)C12CCCCC2,0.4,22.8,1.4,-3.9,1.4,27.2,8.3,-10.1,3.6
CCCCN(CC)CCNC(=O)c1cn(CCOC)c(=O)c2c1c1ccccc1n2C,3.5,16.5,-0.1,0.1,1.4,3.0,3.3,6.3,-0.5
O=C(O)Cn1cnc2c(oc3ccccc32)c1=O,1.2,-5.4,7.7,-1.1,0.6,-4.9,-1.8,4.5,-0.5
Cc1ccc(S(=O)(=O)N(CC(=O)N2CCc3ccccc3C2)c2cccc(Cl)c2)cc1,-2.6,16.2,27.1,-6.2,-2.4,4.9,3.8,18.6,1.0
Cc1ccc(SCCC(=O)N2CCOCC2)cc1,-0.1,-9.9,-8.2,-2.0,3.1,-11.1,-5.4,2.3,0.3
O=c1[nH]c2ccccc2c(=O)n1Cc1ccco1,0.7,-3.0,1.7,0.0,-2.4,4.1,-10.7,-21.3,-2.9
Cc1ccc(Cn2cnc3sc4c(c3c2=O)CCC4)c(C)c1,2.0,37.7,-9.1,31.0*,2.3,3.9,2.4,-19.6,-3.4
CCC1(CC)C(=O)NN(c2ccccc2)C1=O,-0.2,18.7,3.9,1.5,-0.9,0.4,-0.3,0.8,-4.2
CC1CCCN(C(=O)c2ccc(NS(=O)(=O)c3cccc([N+](=O)[O-])c3)cc2)C1 (stereo not drawn),6.2,-7.7,11.5,-2.1,1.0,-4.3,13.6,5.6,0.4
O=C(Nc1cccc(-c2cn3ccccc3n2)c1)c1ccccc1,-1.1,5.9,-15.6,3.6,1.7,-6.7,1.3,-27.9,1.1
COc1ccc(-n2nc(C(=O)NCC(=O)N3CCN(C)CC3)c3ccccc3c2=O)cc1OC,1.9,4.2,17.9,-0.4,-1.8,-0.2,-2.9,12.8,10.2
O=C1CC(N2CCC(c3nc4ccccc4o3)CC2)C(=O)N1c1ccc(Cl)c(C(F)(F)F)c1 (stereo not drawn),-0.4,5.2,37.4,-2.6,-1.2,29.2,43.4*,6.4,-0.8
CC(=O)c1ccc(N(C(=O)c2ccco2)C(C(=O)NC2CCCC2)c2ccc(N3CCOCC3)cc2)cc1 (stereo not drawn),-2.4,6.3,4.8,-0.7,1.4,3.0,21.1,14.2,-1.7
COc1ccc(NS(=O)(=O)c2csc(C(=O)N3CCCC3)c2)cc1,1.8,-0.3,13.6,-6.0,-0.7,18.6,-4.9,-6.5,-3.2
O=C(Nc1cccc(S(=O)(=O)N2CCCCCC2)c1)C1=COCCO1,-0.5,30.4,33.7,-4.5,0.4,-0.2,-3.7,14.8,6.9
Cc1ccccc1C(=O)c1cccn1CC(=O)NC1CCCC(C)C1C (stereo not drawn),-1.1,-10.4,32.9,-2.2,1.1,9.8,15.7,-7.0,2.1
CC(=O)NS(=O)(=O)c1ccc(NC(=O)c2cc3c(=O)n4ccccc4nc3s2)cc1,-3.9,-3.5,1.5,-0.5,0.2,20.6,-15.5,8.5,-4.2
CCOc1ccc(NC(=O)c2sc(NC(C)=O)c(C(=O)OC)c2C)cc1,0.6,-11.8,6.6,6.8,-1.0,-14.6,5.3,-19.3,-0.2

# Next entries follow.
SMILES,NR3A LBD binder,NALP3 yeast inh,tim23-1 inh,XBP1 UPR activ,CHOP UPR activ,Mdm2-MdmX inh,TIM10 inh,tim10-1 inh,APJ agonist
Cc1ccc(NC(=O)CN2CCOCC2)c(Br)c1,5.2,15.4,2.9,4.3,3.6,10.7,2.1,4.8,-3.1
Clc1cccc(-c2nc(NCc3cccnc3)c3ccccc3n2)c1,21.6*,22.4,44.5,0.9,0.4,3.9,32.6,35.7,-3.8
Cc1cccc(NC(=S)NCc2ccco2)n1,-1.6,23.6,17.2,1.5,-1.5,7.6,23.0,24.9,-5.7
COc1ccc(/C=C(/NC(=O)c2cccs2)C(=O)N2CCOCC2)cc1OC,-4.7,6.1,3.7,-2.0,-0.9,4.3,-1.8,-11.4,-2.4
Cc1nc2cc(C)c(C)cc2s1,-0.5,14.8,-10.7,1.1,0.7,21.6,1.6,15.8,-1.3
C=CCn1c(NCCOC)nc2c1c(=O)n(C)c(=O)n2C,-2.0,-4.8,-2.0,0.2,2.2,28.1,-13.3,8.8,-0.7
NC(=O)c1c(NC(=O)COC(=O)CSc2nnc(-c3ccc(Cl)cc3)o2)sc2c1CCC2,-7.2,10.1,24.1,2.6,-1.1,-14.1,23.9,34.6,-4.9
O=C(c1ccc2c(=O)n(Cc3ccc4c(c3)OCO4)c(=O)[nH]c2c1)N1CCN(c2ccccc2)CC1,-3.0,7.3,8.5,-2.5,2.6,23.8,-0.6,20.4,-1.9

# Three of these compounds, set out differently.
# Below each SMILES: NR3A LBD binder, NALP3 yeast inh, tim23-1 inh, XBP1 UPR activ, CHOP UPR activ, Mdm2-MdmX inh, TIM10 inh, tim10-1 inh, APJ agonist
- O=C1OC(c2ccccc2)=C/C1=C/c1cccs1
 : -24.3, 0.8, 42.9, 3.1, 8.0, 4.7, 46.3*, 12.3, -0.2
- Cn1c(SCc2cccc([N+](=O)[O-])c2)nc2ccccc2c1=O
 : -1.6, 28.4, 32.0, -3.2, 1.0, -0.5, -4.6, -2.2, -2.9
- CCc1ccc(C2C(C#N)=C(N)N(N3CCOCC3)C3=C2C(=O)CC(C)(C)C3)s1 (stereo not drawn)
 : -2.0, 11.2, 5.1, -2.4, -1.1, 14.2, 12.4, 13.4, -0.3
